Compound activity: PubChem, several laboratories
NR1D1 modulator: modulators of Rev-erb alpha DNA binding, primary screen, biochemical, FITC-DNA, fluorescence polarization, uHTS | Nuclear receptor subfamily 1 group D member 1 (Homo sapiens), P20393 | Rev-erbα–FITC-DNA binding, 90 min | activity, % at 10 µM | actives 0.79% (n = 370,000) | AID 1259318, 2017;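 active = activity above about 14%, limit read from the data; passing the limit was not always enough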;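 note: 0% = DMSO wells with 35 nM protein and 100% = DMSO wells with 750 nM protein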
PG9 Ab binder: binders of HIV-1 gp120 antibody PG9, primary screen, biochemical, TR-FRET. inhibition, % at 6.7 µM. actives 0.43% (n = 360,000). HIV-1 gp120 / PG9 antibody interaction. TR-FRET gp120-PG9 antibody binding; in the data active = inhibition above about 8.5%
TCR-CD3 inh: inhibitors of human TCR-CD3 interaction, primary screen, biochemical, fluorescence, TAMRA-labeled TCR probe | actives 0.37% (n = 360,000) | AID 651800, 2012 | T-cell receptor (TCR) | inhibition, % at 9.4 µM; in the data active = inhibition above about 19%;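 note: recombinant mutant TCR 2C K166C tagged with TAMRA read by polarization; 0% = receptor in buffer alone and 100% = receptor with positive control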
TDP2 absorb: human TDP2 enzyme inhibitors, primary screen, biochemical, epi absorbance, recombinant enzyme; inhibition, % at 12.8 µM; Tyrosyl-DNA phosphodiesterase 2 (Homo sapiens), O95551; T5PNP hydrolysis, p-nitrophenol absorbance 415 nm; actives 0.34% (n = 370,000);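 active = inhibition above the mean of all tested compounds plus 3 SD, set per campaign, cut at about 25% in these data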;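 note: 0% = DMSO with enzyme and 100% = buffer with substrate but no TDP2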
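System: recombinant human TDP2 / Amount: 120 nM TDP2 per well / Also added: 5 mM T5PNP chromogenic substrate / Doses: 12.8 µM single point, 1% DMSO / Incubation: 2 h at 37 °C / Detection: p-Nitrophenol epi absorbance / Evaluation: % inhibition relative to enzyme-containing and enzyme-free wells / Repeats: singlicate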
SIAE primary: human SIAE inhibitors, primary screen, biochemical, fluorescence polarization, FP-Rh probe, 1536-well HTS. Sialate O-acetylesterase (Homo sapiens), Q9HAT2. SIAE FP-Rh probe binding. inhibition, % at 9.66 µM. actives 0.69% (n = 370,000);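 active = inhibition above a cutoff: mean of compounds within the control limits plus 3 SD of those, cut at about 17% in these data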;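 note: 0% = plate median of compound wells and 100% = probe without SIAE protein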
Target sequence (Q9HAT2 whole entry, looked up): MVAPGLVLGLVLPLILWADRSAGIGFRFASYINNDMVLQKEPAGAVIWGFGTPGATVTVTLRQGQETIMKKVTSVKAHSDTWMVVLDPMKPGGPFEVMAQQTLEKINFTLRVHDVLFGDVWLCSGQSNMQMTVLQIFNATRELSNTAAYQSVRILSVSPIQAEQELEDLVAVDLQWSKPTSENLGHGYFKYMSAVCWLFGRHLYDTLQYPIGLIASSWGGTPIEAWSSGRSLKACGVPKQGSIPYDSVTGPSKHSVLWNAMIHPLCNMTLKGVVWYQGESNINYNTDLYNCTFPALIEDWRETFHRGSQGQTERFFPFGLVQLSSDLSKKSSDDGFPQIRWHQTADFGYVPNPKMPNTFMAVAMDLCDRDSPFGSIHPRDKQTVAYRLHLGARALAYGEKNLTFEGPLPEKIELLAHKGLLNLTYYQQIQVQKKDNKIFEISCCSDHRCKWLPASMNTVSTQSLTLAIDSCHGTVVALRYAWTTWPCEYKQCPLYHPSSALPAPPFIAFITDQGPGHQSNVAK
rCAG binder: binders of r(CAG) RNA repeats, primary screen, biochemical, fluorescence. r(CAG) RNA repeat, TO-PRO-1 dye displacement fluorescence. inhibition, % at 3 µM. actives 1.3% (n = 370,000). AID 651821, 2012;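 active = inhibition above the plate cutoff, the mean of all test compounds on that plate plus 3 SD, cut at about 35% in these data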;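 note: 0% = DMSO alone and 100% = 100 µM mitoxantrone as full dye displacement; higher means more dye released from RNA so lower well fluorescence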
PRMT1 FP inh: PRMT1 methyltransferase inhibitors, primary screen, biochemical, fluorescence polarization; Protein arginine N-methyltransferase 1 (Homo sapiens), Q99873; recombinant PRMT1, activity-based probe fluorescence polarization; inhibition, % at 2.79 µM; actives 1.3% (n = 370,000); AID 652257, 2013;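 active = inhibition above about 21% made by adding two undisclosed values, limit read from the data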
LEDGF integ inh: blockers of LEDGF/p75-dependent integrase strand transfer – biochemical, TR-FRET, high throughput, primary screen; TR-FRET IN-LEDGF/p75 DNA integration, Eu/Cy5; inhibition, % at 3.7 µM; actives 0.64% (n = 370,000); AID 743269, 2014;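 active = inhibition above the screen-wide mean plus 3 SD, cut at about 13% in these data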;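 note: signal is the Cy5 over europium emission ratio at 671 and 618 nm; 0% = plate median of compound wells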
mABHD4 FP: ABHD4 inhibitors, primary screen, biochemical, fluorescence polarization, mouse; (Lyso)-N-acylphosphatidylethanolamine lipase (Mus musculus), Q8VD66; purified mABHD4, FP-Rh probe fluorescence polarization; inhibition, % at 8.92 µM; actives 0.54% (n = 370,000); AID 720543, 2013;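 active = inhibition exceeding the mean over every tested compound plus 3 SD, cut at about 30% in these data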;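 note: 0% = plate median of compound wells and 100% = S159A mutant with DMSO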
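Assay system: wild-type mouse ABHD4 protein; compound: single nominal dose of 8.92 µM, 0.89% DMSO final; schedule: 45 min + 60 min at 25 °C; measured by: FP readout, ex 525 nm / em 598 nm; evaluation: % inhibition of FP-Rh probe binding versus controls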
HTRA1 inhibitor: HTRA1 serine protease inhibitors, primary screen, biochemical, fluorescence polarization, HTS; inhibition, % at 5.96 µM; recombinant HTRA1, FP-rhodamine activity-based probe; AID 504803, 2011; actives 0.5% (n = 340,000); in the data active = inhibition above about 36%;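 note: 0% = enzyme with DMSO and 100% = wells lacking enzyme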
Target sequence (Q92743 whole entry, looked up): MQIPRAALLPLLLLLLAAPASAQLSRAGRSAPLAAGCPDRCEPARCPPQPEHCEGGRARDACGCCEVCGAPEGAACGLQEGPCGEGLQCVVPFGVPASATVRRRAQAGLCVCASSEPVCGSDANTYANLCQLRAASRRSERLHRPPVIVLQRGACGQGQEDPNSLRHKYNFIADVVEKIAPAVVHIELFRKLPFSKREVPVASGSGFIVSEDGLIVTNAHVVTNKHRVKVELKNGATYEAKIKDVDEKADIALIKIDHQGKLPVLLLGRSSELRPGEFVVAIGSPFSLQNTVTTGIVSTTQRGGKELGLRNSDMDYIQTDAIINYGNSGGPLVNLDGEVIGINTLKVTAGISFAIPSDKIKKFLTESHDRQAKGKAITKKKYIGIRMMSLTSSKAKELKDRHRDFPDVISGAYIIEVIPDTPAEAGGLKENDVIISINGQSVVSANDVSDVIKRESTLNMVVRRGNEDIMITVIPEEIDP
* = called active by the depositor; · = not tested or not shown. Not all compounds are listed. The share of hits here may be higher or lower than overall.

Under each structure – NR1D1 modulator, PG9 Ab binder, TCR-CD3 inh, TDP2 absorb, SIAE primary, rCAG binder, PRMT1 FP inh, LEDGF integ inh, mABHD4 FP, HTRA1 inhibitor
1. CC12CCC(c3nnc(SCC(=O)Nc4cccc5ccccc45)nc31)C2(C)C (stereo unspecified)
  -5, 1.3, 9, 7, 0, -2, -1, -1, -6, -8
2. Cc1cc(NC(=O)COC(=O)[C@H](Cc2ccccc2)NC(=O)c2ccco2)no1
  7, -2.2, -7, -8, -2, 0, 5, 0, 7, -6
3. CC(NC(=O)COC(=O)c1ccc[nH]c1=O)c1ccccc1 (stereo unspecified)
  4, -1.2, 5, -3, -2, 0, -4, 3, 6, 4
4. COC(=O)c1ccc(OS(=O)(=O)N(C)C)cc1
  -1, -1.5, 5, 0, 2, 1, -4, 0, 1, 3
5. COCCCn1c(CCC(=O)O)ccc1-c1ccc(F)cc1
  -3, -1.7, -1, -7, 5, 0, 2, 0, 0, -5
6. O=C(CN1C(=O)c2ccccc2S1(=O)=O)Nc1ccccc1
  ·, 0.4, 3, 11, 3, 0, 0, 2, 2, -4
7. CCOCC(O)CS(=O)Cc1ccccc1 (stereo unspecified)
  0, -0.6, 6, -5, 1, -3, -1, -2, 3, 0
8. COc1ccc(S(=O)(=O)N2CCCCCC2)cc1C(=O)N1CCCCC1
  0, -0.6, -2, 13, 6, -8, 4, -3, 9, 0
9. CC(NCc1cccs1)C(=O)NC1CCCCC1 (stereo unspecified)
  0, 1.1, -3, -10, -3, -1, 7, 5, 10, 3
10. O=C(CN1CCN(Cc2ccccc2)CC1)NC(=O)NCc1ccco1
  -3, 2.7, 5, -2, -3, -7, -1, 2, 5, 7
11. Nc1nn(-c2cccc(F)n2)cc1-c1ccccc1
  3, -1.8, -1, -9, -22, 0, 2, 2, -4, -5
12. CN1CCC(N(C)C(=O)c2ccc(Cl)c(S(=O)(=O)Nc3cc(Cl)ccc3Cl)c2)CC1
  2, 1.3, -9, 3, -1, 17, 1, -4, 6, -3
13. COc1ccc(-c2ccc(-c3noc(-c4ccc(OC)c(OC)c4)n3)c(OC)n2)cc1
  10, -1.1, 3, -16, -4, 1, 0, 3, -6, ·
14. OCC(O)CN(c1ccccc1)c1ccccc1 (stereo unspecified)
  -2, -0.9, 1, -8, 4, -2, -6, -1, 1, 1
15. CC(=O)c1ccc(NC(=S)N2CCC(Cc3ccccc3)CC2)cc1
  3, -0.7, 8, -1, 0, 1, 0, 1, -8, -37
16. Cc1c(C(=O)O)[nH]c2ccc([N+](=O)[O-])cc12
  8, 0.2, 13, 2, -1, 11, -1, 2, 9, ·
17. CCOC(=O)c1oc2ccccc2c1COC(=O)CNC(=O)c1cccc(C)c1
  2, 1.3, -5, -2, 8, -4, -2, 0, -3, -10
18. CCC(=O)Nc1nc(-c2ccccc2)ns1
  3, -2.1, 9, -6, -3, 4, 0, 2, 5, -6
19. COc1ccc(C(C)n2c(C)c3c(C)nnc(C)c3c2C)cc1 (stereo unspecified)
  6, 0.5, 1, 1, 8, -1, -1, -3, 2, 9
20. COc1ccc(C(c2sc3nc(C)nn3c2O)N2CCC(O)CC2)cc1OC (stereo unspecified)
  -3, -0.5, 2, 1, 3, 0, 2, 2, 10, -2
21. Cc1nn(-c2ccccc2)c(N)c1N=Nc1ccc(Cl)cc1
  -12, -0.2, 7, 4, 1, 2, -3, -1, -6, -25
22. COCCN1CCc2[nH]c(=S)[nH]c(=O)c2C1
  -5, 1.4, 13, 0, 0, -1, -4, 1, 1, 6
23. O=C1C(CCc2ccccc2)ON=C(c2cnccn2)N1Cc1ccc(F)cc1 (stereo unspecified)
  -2, -0.8, 8, 3, -1, 2, -4, 0, 5, ·
24. COc1ccc(-n2c(=O)c3c4c(sc3n3c(=S)[nH]nc23)CCC4)cc1
  0, 2.5, -7, 1, 3, 2, 6, -1, -7, 7
25. COc1cc(C(=O)NCc2nnc(SCC(=O)Nc3cc(C)on3)o2)cc(OC)c1OC
  -9, 0.9, -3, -18, -5, -1, 5, -6, 7, 5
26. NS(=O)(=O)c1ccc(NC(=O)COC(=O)COc2ccc3ccccc3c2)cc1
  -4, 0.5, 11, -4, -2, 16, -8, 0, -1, -20
27. CC(NC(=O)c1cccc(S(=O)(=O)N2CCN(C)CC2)c1)c1ccc(Cl)cc1Cl (stereo unspecified)
  3, 0.6, 6, 11, 0, 0, 1, 0, 3, -5
28. CNS(=O)(=O)c1ccc2nc(NC(=O)/C=C/c3ccco3)sc2c1
  -2, -0.7, -2, -6, -12, 19, 0, 4, -5, -19
29. O=c1n(-c2cccc(Cl)c2)c(=O)n2n1CCC2
  2, 0.9, -3, 9, -6, -1, -1, 1, 2, 2
30. O=C(CSc1c[nH]c2ccccc12)N1CCOCC1
  1, 0.3, 5, -6, 2, 1, -3, -2, 12, 4
31. O=C(CC1Oc2ccc(Cl)cc2NC1=O)NC1CCCCCC1 (stereo unspecified)
  -2, -0.1, 7, -9, -1, 0, 0, -2, 5, 0
32. COc1cc(C)c(S(=O)(=O)N2CCOCC2)c(C)c1C
  3, -3.6, 2, 0, 5, -2, -2, 3, 3, 1
33. COc1cc(OC)c2c(=O)cc(-c3ccccc3)oc2c1
  -3, -1.4, 4, 7, -7, 1, -3, 0, -7, -12
34. O=C(O)Cn1c(=O)c2c3c(sc2n(Cc2ccccc2)c1=O)CCCC3
  -1, -0.8, 3, 4, 0, 20, 1, 2, 0, 2
35. CCOc1ccc(-c2cc(C(=O)Nc3ccc(F)cc3)[nH]n2)c(C)c1
  -6, -1.0, 5, 1, -7, 3, -5, -2, -5, ·
36. COCCNc1nc2cc(-c3ccccc3)sc2c(=O)n1C
  -4, -0.9, -8, -7, -22, 3, 0, 7, -13, ·
37. CN(Cc1cccc(-n2cccn2)c1)Cc1cn(C)nc1-c1ccccc1F
  -1, -1.8, 4, 2, 4, -4, -2, 1, 1, -1
38. O=C(/C=C/NNC(=O)c1ccccc1O)c1ccccc1
  0, -0.3, 0, -11, 5, 17, 3, 3, 10, 30
39. O=c1c2ccccc2nc(-c2cccc(Cl)c2)n1O
  2, -1.4, 4, -2, -4, 0, 3, 4, 6, 5
40. COc1c(C)cc(C(O)c2ncc(-c3ccc(C(F)(F)F)cc3)[nH]2)cc1C (stereo unspecified)
  1, -0.3, -2, -5, 1, 0, 3, -2, -7, ·
41. COc1ccc(NS(=O)(=O)c2ccc(OC)c3ccccc23)cn1
  0, -2.6, -2, -2, -10, 3, -1, 1, -3, -9
42. Cc1ccc(N2C(=O)C3C(c4ccccc4)(C2=O)C3(c2ccccc2)c2ccccc2)cc1 (stereo unspecified)
  6, -3.4, 4, 6, -2, 4, -4, 2, -13, -21
43. O=C(CCS(=O)(=O)c1ccccc1)Nc1nc2ccc(F)cc2s1
  6, 1.0, -1, 16, -1, 5, 3, -2, 4, -13
44. Nc1c(Br)cc2c([nH]c(=O)c3ccccc32)c1Br
  2, -4.6, -8, 3, 8, 30, 4, 3, 42*, 20
45. COc1ccc(C(CNC(=O)c2cccc(NS(=O)(=O)c3ccc(C)c(F)c3)c2)N2CCOCC2)cc1 (stereo unspecified)
  -1, -1.1, 5, 3, -12, 2, 1, -4, -2, -7
46. Cc1ccc(C)c(N2CCN(CCCNC(=O)Cn3c(=O)c4cccn4c4cccnc43)CC2)c1
  -1, 0.8, 0, -6, 2, -6, -3, 4, -3, 0

Sorted by count of non-hydrogen atoms (high to low): part of the list above
Under each structure – NR1D1 modulator, PG9 Ab binder, TCR-CD3 inh, TDP2 absorb, SIAE primary, rCAG binder, PRMT1 FP inh, LEDGF integ inh, mABHD4 FP, HTRA1 inhibitor
42. Cc1ccc(N2C(=O)C3C(c4ccccc4)(C2=O)C3(c2ccccc2)c2ccccc2)cc1 (stereo unspecified)
  6, -3.4, 4, 6, -2, 4, -4, 2, -13, -21
35. CCOc1ccc(-c2cc(C(=O)Nc3ccc(F)cc3)[nH]n2)c(C)c1
  -6, -1.0, 5, 1, -7, 3, -5, -2, -5, ·
43. O=C(CCS(=O)(=O)c1ccccc1)Nc1nc2ccc(F)cc2s1
  6, 1.0, -1, 16, -1, 5, 3, -2, 4, -13

From no. 31 to 36, copied from above:
Under each structure – NR1D1 modulator, PG9 Ab binder, TCR-CD3 inh, TDP2 absorb, SIAE primary, rCAG binder, PRMT1 FP inh, LEDGF integ inh, mABHD4 FP, HTRA1 inhibitor
31. O=C(CC1Oc2ccc(Cl)cc2NC1=O)NC1CCCCCC1 (stereo unspecified)
  -2, -0.1, 7, -9, -1, 0, 0, -2, 5, 0
32. COc1cc(C)c(S(=O)(=O)N2CCOCC2)c(C)c1C
  3, -3.6, 2, 0, 5, -2, -2, 3, 3, 1
33. COc1cc(OC)c2c(=O)cc(-c3ccccc3)oc2c1
  -3, -1.4, 4, 7, -7, 1, -3, 0, -7, -12
34. O=C(O)Cn1c(=O)c2c3c(sc2n(Cc2ccccc2)c1=O)CCCC3
  -1, -0.8, 3, 4, 0, 20, 1, 2, 0, 2
35. CCOc1ccc(-c2cc(C(=O)Nc3ccc(F)cc3)[nH]n2)c(C)c1
  -6, -1.0, 5, 1, -7, 3, -5, -2, -5, ·
36. COCCNc1nc2cc(-c3ccccc3)sc2c(=O)n1C
  -4, -0.9, -8, -7, -22, 3, 0, 7, -13, ·
